hIAP activ – increases human intestinal alkaline phosphatase activity; AID 2524; purified human IAP, CDP-Star luminescence, 30 min; stronger effect = higher value; 1 = vehicle-only enzyme, 0 = enzyme-free background; P09923; actives 0.16% (n = 330,000); activation factor at 10 µM;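 active means activation factor of the enzyme at least 2-fold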; further: the source names both 10 and 20 µM as test concentration; values of inactives mirror those of a sister screen read the other way
Target sequence (P09923 whole entry, looked up): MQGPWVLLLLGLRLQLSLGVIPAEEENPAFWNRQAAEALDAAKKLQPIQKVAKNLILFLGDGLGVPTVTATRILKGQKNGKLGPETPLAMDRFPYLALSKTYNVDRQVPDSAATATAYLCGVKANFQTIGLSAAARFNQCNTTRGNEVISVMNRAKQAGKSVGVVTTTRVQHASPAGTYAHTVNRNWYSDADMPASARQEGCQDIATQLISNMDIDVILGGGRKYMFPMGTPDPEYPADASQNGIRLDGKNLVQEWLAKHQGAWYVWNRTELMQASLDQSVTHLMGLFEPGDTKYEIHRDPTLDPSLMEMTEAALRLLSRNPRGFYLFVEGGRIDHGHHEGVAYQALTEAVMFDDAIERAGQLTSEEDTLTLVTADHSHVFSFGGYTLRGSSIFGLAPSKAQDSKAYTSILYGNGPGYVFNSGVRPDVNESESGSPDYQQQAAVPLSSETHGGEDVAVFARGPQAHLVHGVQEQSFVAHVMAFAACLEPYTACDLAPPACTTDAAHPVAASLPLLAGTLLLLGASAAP
mIAP act – increases mouse intestinal alkaline phosphatase activity; activation factor at 10 µM; actives 0.24% (n = 330,000); AID 2805; muIAP, CDP-Star luminescence, 30 min; stronger effect = higher value; 1 = vehicle-only enzyme signal, 0 = enzyme-free wells;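 active means activation factor of at least 2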; further: the source names both 10 and 20 µM as test concentration; values of inactives mirror those of a sister screen read the other way
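also added = chemiluminescent substrate CDP-Star | test system = mouse IAP enzyme | signal = chemiluminescence readout | compound = DMSO-dissolved test compounds | incubation = 30 min at room temperature | benchmarks = DMSO wells, no-enzyme wells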
mIAP inh – mouse IAP inhibition | actives 0.2% (n = 330,000) | inhibition, % at 10 µM | purified mouse IAP, CDP-Star luminescence, 30 min;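 active means inhibition of at least 40% at 10 µM in the primary screen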;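 further: plate controls were DMSO with enzyme for no effect and no enzyme wells for full effect; values of inactives mirror those of a sister screen read the other way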
A3G deaminase – blocks human APOBEC3G single-stranded DNA deamination. Q9HC16. recombinant A3G, ssDNA deamination FAM/TAMRA fluorescence. inhibition, % at 20 µM. actives 0.28% (n = 330,000). AID 493012;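 active means inhibition of at least 40% at 20 µM, with no more than 30% in the related APOBEC3A deaminase screen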;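 further: plate controls were DMSO wells with A3G for no effect and wells lacking A3G enzyme for full effect; some compounds called inactive have numbers as strong as hits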
MIN6 prolif – induces beta-cell replication in MIN6 cells; actives 0.29% (n = 330,000); proliferation, % at 10 µM; MIN6 cells proliferation, ATPlite luminescence, 48 h; cells starved in 0.2% serum; 100% = growth in 10% serum;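 active means compounds whose signal lies at least 3.5 SD above the mean of all wells on their plate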;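 further: 0% = DMSO-treated cells in low-serum medium and 100% = 10% serum control; some compounds called inactive have numbers as strong as hits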
GRIN3A LBD mod – NR3A (human) ligand-binding domain modulation; NR3A LBD differential scanning fluorimetry, Tm shift; 0% = protein alone, 100% = glycine-bound protein; Tm shift relative to glycine control, % at 25 µM; actives 2.5% (n = 340,000); AID 1259313;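 active means melting temperature shift of at least 10% of the positive control shift, at one fixed dose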
APOBEC3A inh – blocks human APOBEC3A ssDNA deamination; P31941; recombinant A3A, FAM/TAMRA ssDNA deamination fluorescence; inhibition, % at 20 µM; actives 0.41% (n = 330,000);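 active means at least 40% inhibition at 20 µM here, with at most 30% in a related deaminase screen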;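 further: plate controls were A3A with DMSO for no effect and wells lacking A3A enzyme for full effect; some results filed as inactive read as strong as hits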
Target sequence (P31941 whole entry, looked up): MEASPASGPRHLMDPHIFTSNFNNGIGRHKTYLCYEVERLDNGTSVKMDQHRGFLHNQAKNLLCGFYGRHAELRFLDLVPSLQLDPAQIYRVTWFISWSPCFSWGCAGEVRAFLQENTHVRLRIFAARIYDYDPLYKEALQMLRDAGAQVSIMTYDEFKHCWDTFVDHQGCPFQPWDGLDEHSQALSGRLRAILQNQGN
MPTP inh – permeability transition pore inhibition | isolated mouse mitochondria, Ca2+ swelling absorbance, 30 min | inhibition, % at 10 µM | actives 1.4% (n = 360,000);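 active means inhibition of 50% or more, scaled per plate between neutral and stimulator controls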;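 further: 0% = DMSO wells given calcium and 100% = 1 mM EGTA wells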
hIAP block – blocks human intestinal alkaline phosphatase | purified IAP, CDP-Star luminescence, 30 min | AID 2544 | P09923 | inhibition, % at 10 µM | actives 0.12% (n = 330,000);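 active means inhibition reaching a set limit with compound at 10 µM in the primary screen, cut at about 35% in these data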;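 further: plate controls were DMSO wells with enzyme for no effect and no-enzyme buffer wells for full effect; values of inactives mirror those of a sister screen read the other way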
* = called active by the depositor; x = no result given.

| compound | APOBEC3A inh | mIAP act | GRIN3A LBD mod | MPTP inh | A3G deaminase | hIAP activ | MIN6 prolif | hIAP block | mIAP inh |
| --- | --- | --- | --- | --- | --- | --- | --- | --- | --- |
| COc1cccc(-n2c(C)nc3c(cnn3-c3ccc(C)cc3)c2=O)c1 | 1 | 0.67 | -2 | -0.1 | -6 | 0.98 | 0 | 2 | 33 |
| CCn1c(=O)cc(OCC(=O)NCc2cccnc2)c2ccccc21 | -1 | 1 | -3 | 3.6 | -5 | 1.2 | -3 | -18 | -3 |
| CN(Cc1c(C(=O)N(C)Cc2ccccc2)nc2ccccn12)CC1Cc2ccccc2O1 (stereo unspecified) | 0 | 1 | -2 | 3.8 | -6 | 0.99 | -5 | 1 | -2 |
| C1=Cc2ccccc2Nc2ccccc21 | 4 | 0.9 | -1 | -0.2 | -1 | 0.94 | -3 | 6 | 10 |
| COCCn1c(Cc2ccccc2)nnc1SCc1ccc([N+](=O)[O-])cc1 | 23 | 0.99 | 7 | -0.8 | 3 | 1.6 | 0 | -57 | 1 |
| COc1ccc(-c2nnc(SCC(=O)Nc3ncc(C)s3)n2-c2ccccc2)cc1OC | 1 | 0.96 | -2 | 0.2 | -5 | 0.94 | -1 | 6 | 4 |
| CN(Cc1cccc(Cl)c1Cl)C(=O)c1ccc(NC(=O)CC#N)cc1 | 8 | 0.98 | 2 | 1.2 | 1 | 1.1 | 0 | -10 | 2 |
| Fc1ccc(Oc2nc(-c3ccccc3)nnc2C(F)(F)F)cc1 | -9 | 1 | 3 | 0.9 | 4 | 1.1 | -4 | -11 | -1 |
| CCC(=Nc1ccccc1O)C1=C(O)CC(c2ccccc2)CC1=O (stereo unspecified) | 15 | 0.96 | -1 | 2.3 | -2 | 1 | -4 | 0 | 4 |
| COc1ccc(C2C(C#N)=C(N)Oc3cc(O)ccc32)cc1C (stereo unspecified) | -6 | 0.94 | -8 | 3.8 | -8 | 0.9 | 4 | 10 | 6 |
| CC(C)(C)NC(=O)NC(=O)COC(=O)CCC1CCCCC1 | 2 | 0.82 | -1 | 4.6 | 4 | 1 | 1 | -4 | 18 |
| CCCN1CCN(C(c2cc3cc(OCC)ccc3[nH]c2=O)c2nnnn2C2CCCCC2)CC1 (stereo unspecified) | 4 | 0.95 | 5 | -1.1 | -5 | 0.93 | 1 | 7 | 5 |
| CCOc1ccccc1NC(=O)N1CCC(c2nc3ccc(C)cc3[nH]2)CC1 | -3 | 1 | 1 | -0.8 | -4 | 0.98 | 0 | 2 | -4 |
| Cc1ccc(-c2cc(C(=O)NCC(c3ccccc3)N(C)C)c3ccccc3n2)o1 (stereo unspecified) | 4 | 0.96 | 1 | 1.6 | 3 | 1 | -2 | -2 | 4 |
| CSc1ccc(S(=O)(=O)Nc2ccc3c(c2)NC(=O)CC3)cc1 | 1 | 0.95 | 2 | 0.3 | -1 | 0.94 | -2 | 6 | 5 |
| COc1ccccc1NS(=O)(=O)c1cc(N)ccc1N1CCOCC1 | 0 | 0.85 | 1 | -1.8 | 18 | 1 | -5 | -2 | 15 |
| O=Cc1ccccc1OCc1ccc2c(c1)OCO2 | -5 | 0.89 | 2 | 0.7 | -4 | 1.1 | -5 | -10 | 11 |
| COC(=O)c1cnc(Oc2ccc(NC(=O)NC(=O)c3ccccc3Cl)cc2)cc1C(F)(F)F | 1 | 1 | 1 | 1.6 | 0 | 1.1 | -2 | -6 | 0 |
| CC(NC(=O)CSc1nnc(COc2ccccc2)o1)c1ccccc1 (stereo unspecified) | 0 | 1.1 | 0 | -2.6 | 1 | 1.1 | 0 | -12 | -8 |
| Cc1ccc(S(=O)(=O)Nc2cc(C(=O)Nc3cc(C)cc(C)c3)ccc2Cl)cc1 | -1 | 0.82 | 9 | -0.1 | -8 | 0.94 | -3 | 6 | 18 |
| CSc1nsc(SCC(=O)Nc2cccc(C(=O)O)c2)n1 | -4 | 0.89 | -2 | 1.3 | -6 | 1 | -1 | 0 | 11 |
| COc1ccc(/C=C/c2ccncc2)cc1 | 6 | 1 | -1 | -0.5 | 4 | 1.2 | -3 | -19 | -2 |
| O=C(N/N=C/c1ccc([N+](=O)[O-])cc1)c1[nH]ncc1Br | -3 | 0.8 | 1 | -0.5 | 0 | 1.2 | -2 | -17 | 20 |
| COC(=O)c1cc(NC(=O)c2cccc(C(F)(F)F)c2)c(=O)oc1C/C=N/OCc1cccc(Cl)c1Cl | 3 | 0.93 | 1 | 4.6 | -2 | 0.81 | -4 | 19 | 7 |
| O=C(OCC(=O)N1CCCC1)c1ccc(Cl)nc1 | -5 | 1 | 1 | -0.1 | -8 | 1.1 | -2 | -14 | -2 |
| COC(=O)c1cccc(NC(=O)CSc2nc(=O)cc(N)n2-c2ccccc2)c1 | 4 | 0.92 | -2 | -0.4 | -4 | 0.93 | 2 | 7 | 8 |
| CC(=O)Nc1cccc(NCC(=O)Nc2cc(S(=O)(=O)N3CCCCC3)ccc2Cl)c1 | -3 | 0.98 | -2 | 0.8 | -4 | 1 | -4 | -4 | 2 |
| NNC(=O)C(Cc1cnc[nH]1)NC(=O)OCc1ccccc1 (stereo unspecified) | 4 | 0.99 | 4 | -0.7 | -5 | 1.1 | 3 | -9 | 1 |
| CCCCNC(=O)C1CCC(CNS(=O)(=O)c2ccc(NC(C)=O)cc2)CC1 (stereo unspecified) | 2 | 0.95 | -3 | -1.2 | -3 | 0.99 | -2 | 1 | 5 |
| O=C(Cn1ncc2c1-c1ccccc1OC2)N1CCN(Cc2ccc3c(c2)OCO3)CC1 | -3 | 1.1 | -3 | -1.6 | -5 | 0.95 | -2 | 5 | -8 |
| O=C1CCSc2ccc(Cl)cc2N1Cc1ccc(Cl)cc1 | 1 | 1.1 | -4 | 1.3 | -4 | 1.3 | -3 | -28 | -14 |
| Cc1cc(C(=O)OCC(=O)N2CCOCC2)c(C)n1-c1ccccc1 | -6 | 1 | -2 | -0.3 | -7 | 1 | -2 | -3 | 0 |
| CN1C(=O)c2cccc3c(S(N)(=O)=O)ccc1c23 | 1 | 0.94 | 2 | 0.9 | 4 | 1 | -2 | 0 | 6 |
| Cc1cc(S(=O)(=O)N2CCCOC2CNC(=O)C(=O)NCc2cccs2)ccc1F (stereo unspecified) | -4 | 0.95 | -1 | -1.3 | -12 | 1.3 | 4 | -25 | 4 |
| COc1cnn(-c2ccccc2)c(=O)c1OC | 1 | 0.91 | 3 | 0.6 | -2 | 0.83 | 1 | 17 | 9 |
| Cc1nc(CS(=O)(=O)c2ccc(Cl)cc2)cc(Sc2ccccc2Cl)n1 | 4 | 0.93 | -4 | 1.5 | -3 | 0.98 | -2 | 2 | 8 |
| Cn1cc([N+](=O)[O-])c(C(=O)N/N=C\c2c[nH]c3ccccc23)n1 | 2 | 1.1 | -3 | 1.0 | 0 | 1 | -3 | -4 | -12 |
| COc1ccc(CCN2CC(C(=O)OCC(=O)NC(C)c3cccc(Cl)c3)CC2=O)cc1OC (stereo unspecified) | 12 | 1.1 | 0 | 0.1 | -7 | 0.86 | -1 | 14 | -5 |
| COc1ccccc1NC(=O)CCc1nnc2ccc(NCc3ccco3)nn12 | 9 | 1 | -2 | -1.0 | 1 | 0.92 | -1 | 8 | -1 |
| CN(C)c1ccc(S(=O)(=O)NCC(=O)OCC(=O)c2ccc[nH]2)cc1[N+](=O)[O-] | 3 | 0.98 | 2 | -1.9 | 0 | 1 | -2 | 0 | 2 |
| CCn1ncc([N+](=O)[O-])c1C(=O)Nc1ccc(C(=O)N2CCCCC2)cc1 | -3 | 0.89 | 0 | -0.9 | -9 | 0.86 | -1 | 14 | 11 |
| COc1ccc(-c2oc3ncn(Cc4ccco4)c(=N)c3c2-c2ccc(OC)cc2)cc1 | -4 | 0.97 | -2 | 28 | 3 | 1.1 | -4 | -5 | 3 |
| CCCCCCCC(=O)NNC(=O)c1c(O)c2ccccc2n(CC)c1=O | -4 | 1 | -11 | 4.6 | -7 | 1.1 | -3 | -11 | -2 |
| COc1ccc(C(=O)Nc2ccc(N3CCC(C)CC3)cc2)cc1Br | -3 | 1.1 | -11 | 2.0 | -8 | 1.1 | -3 | -8 | -8 |
| CC(C)NC(=O)CCCn1c(=S)[nH]c2cc3c(cc2c1=O)OCO3 | -7 | 1.1 | -2 | 0.7 | -5 | 1.2 | -3 | -21 | -7 |
| CCCCC(=O)c1ccc(O)cc1 | -6 | 0.94 | 4 | -0.3 | -7 | 0.96 | -1 | 4 | 6 |
| O=c1cc(N2CCCCC2)c(-c2ccccc2)nn1Cc1ccc(Cl)cc1 | -1 | 0.92 | 4 | 0.5 | -3 | 0.99 | -5 | 1 | 8 |
| CCOc1ccc2oc(=O)cc(CN3CCOCC3)c2c1 | -2 | 1 | -1 | 0.4 | -8 | 0.98 | -4 | 2 | -4 |
| CCOC(=O)C1CCN(C(=O)COc2ccc(S(=O)(=O)N3CCOCC3)cc2)CC1 | -4 | 0.95 | 3 | -1.1 | -9 | 0.95 | -1 | 5 | 5 |
| CC(=O)Nc1ccc(S(=O)(=O)N2CCC(N(C)CCC(C)C)CC2)cc1 | 3 | 0.99 | -1 | -1.6 | 0 | 1.1 | 4 | -6 | 1 |
| COC(=O)c1sccc1NC(=O)c1c(C)c(-c2cccc(Cl)c2)nc2ccccc12 | 0 | 1 | -1 | 2.0 | 1 | 1.1 | -3 | -12 | -1 |
| O=C(/C=C\c1ccco1)c1ccc(NC(=O)c2ccco2)cc1 | 22 | 0.91 | 4 | -0.2 | 13 | 1 | -2 | -2 | 10 |
| CC(=O)C1=C(c2ccccc2)NC(=O)NC1c1ccccc1OCC(=O)Nc1ccccc1 (stereo unspecified) | -6 | 0.93 | -5 | 1.5 | -6 | 0.9 | -1 | 10 | 7 |
| C[C@H]1CN([C@@H](C)CO)C(=O)c2cccc(NC(=O)C3CC3)c2O[C@H]1CN(C)CC1CCCCC1 | -3 | 1.1 | 4 | -0.2 | -6 | 0.94 | 0 | 6 | -8 |
| Cc1nn(-c2ccc(Cl)cc2)c2sc(C(=O)N3CCN(c4ccccn4)CC3)cc12 | -2 | 0.91 | 0 | 0.7 | -4 | 1 | 1 | -3 | 9 |
| COc1cc2c(cc1OC)-c1cc(Nc3cccc(F)c3)nc(=O)n1CC2 | -2 | 1 | -2 | 0.0 | -3 | 1.1 | 5 | -10 | -2 |

Next section
| compound | APOBEC3A inh | mIAP act | GRIN3A LBD mod | MPTP inh | A3G deaminase | hIAP activ | MIN6 prolif | hIAP block | mIAP inh |
| --- | --- | --- | --- | --- | --- | --- | --- | --- | --- |
| Cc1ccsc1C1Nc2ccc3ncccc3c2C2=C1C(=O)CC(C)(C)C2 (stereo unspecified) | 1 | 0.98 | -2 | -1.9 | -3 | 1.1 | -5 | -14 | 2 |
| O=C(OCCC1Oc2cccnc2NC1=O)c1ccc([N+](=O)[O-])cc1 (stereo unspecified) | 6 | 0.94 | x | x | 1 | 1.1 | -1 | -8 | 6 |
| COc1c(O)c(=O)n2c3ccccc3c3ccnc1c32 | -5 | 0.88 | -1 | 0.8 | -10 | 0.94 | 0 | 6 | 12 |
| COc1ccc(NC(=O)[C@@H](NS(=O)(=O)c2cccc(Cl)c2)C(C)C)cc1S(=O)(=O)N1CCOCC1 | 1 | 1 | 0 | -0.3 | -5 | 0.94 | -4 | 6 | -5 |
| COc1ccccc1NC(=O)CCc1c(C)[nH]c(=O)c(C#N)c1C | 0 | 0.95 | -10 | -2.6 | -3 | 0.93 | -1 | 7 | 5 |
| O=C(NC(=S)N1CCCCC1CO)c1cccs1 (stereo unspecified) | -2 | 0.97 | 0 | -0.3 | 5 | 1.1 | -3 | -10 | 3 |

Compound activity as filed in PubChem BioAssay.
